# cardiac RTF act – cardiac RTF calcium sensitization. AID 493008. 340,000 compounds, 0.24% hits. IANBD-labeled TnC RTF fluorescence at EC20 calcium; 0% EC20 calcium, 100% full calcium. activation, % at 7.2 µM;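 active means activation above the mean over all tested compounds plus 3 SD, cut at about 30% in these data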;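 further: rise in fluorescence read as greater calcium sensitivity of cardiac thin filaments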
# CAL PDZ FP-1 – human CAL PDZ-peptide interaction inhibition | Q9HD26 | purified CAL PDZ, TMR-peptide fluorescence polarization, 1 h | inhibition, % at 20 µM | 330,000 compounds, 0.02% hits | AID 504414;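 active means highest replicate inhibition of at least 40%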;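 further: plate controls were DMSO neutral control wells for no effect and unlabeled competitor peptide control wells for full effect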
#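 System: purified tagged CAL PDZ domain construct (CerCALP). Schedule: 1 h incubation at room temperature before polarization reading. Medium: 25 mM sodium phosphate pH 7.4, 150 mM NaCl, TCEP, IgG, Thesit. Read-out: percent inhibition from loss of millipolarization. Measured by: FP readout, S and P plane fluorescence. Probe or stimulus: fluorescent TMR peptide probe.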
# Rtt109 HAT inh – C. albicans Rtt109 histone acetyltransferase inhibition | Q5AAJ8 | purified Rtt109/Vps75, ThioGlo CoA-SH fluorescence, 4 h | inhibition, % at 34.9 µM | 330,000 compounds, 0.16% hits;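 active means inhibition of at least 50% in every replicate; inconclusive means best replicate reaches 50% inhibition but some replicates fall short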
# Wnt act – activates Wnt/beta-catenin signaling in a reporter cell assay | activation, % at 9.35 µM | 300,000 compounds, 1.2% hits | activator, plate reader | AID 743398; in the data active means activation above about 30%, passing the limit was not always enough; inconclusive means no clear call, values can overlap the other calls;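 further: 0% = neutral control wells and 100% = positive control wells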
# Tat export inh – blocks Tat-dependent protein export in E. coli; E. coli MC4100 TorA-mCherry Tat export, fluorescence; inhibition, % at 10 µM; 340,000 compounds, 0.036% hits; AID 488895;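 active means mean replicate inhibition at least 50% and at least half of replicates individually reaching 50%; inconclusive means only one of the two criteria met; inactive means neither criterion met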;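 further: exported cargo escapes ClpAP degradation while cytoplasmic cargo is degraded and loses fluorescence; 0% = median of neutral control wells and 100% = median of NaSCN control wells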
# CDK5 p35 inh – CDK5/p35 (human) kinase inhibition. Q00535+Q15078. Recombinant CDK5/p35, ADP-Glo luminescence, 60 min. inhibition, % at 10 µM. 330,000 compounds, 0.01% hits;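 active means highest replicate inhibition of at least 50% and at least 75% of replicates reaching 50%; inconclusive means only one of the two criteria met; inactive means both criteria failed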;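 further: plate controls were DMSO neutral control for no effect and GW8510 at 10 µM for full effect; many of its hits are not listed in these tables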
# Target sequence (Q00535 whole entry, looked up): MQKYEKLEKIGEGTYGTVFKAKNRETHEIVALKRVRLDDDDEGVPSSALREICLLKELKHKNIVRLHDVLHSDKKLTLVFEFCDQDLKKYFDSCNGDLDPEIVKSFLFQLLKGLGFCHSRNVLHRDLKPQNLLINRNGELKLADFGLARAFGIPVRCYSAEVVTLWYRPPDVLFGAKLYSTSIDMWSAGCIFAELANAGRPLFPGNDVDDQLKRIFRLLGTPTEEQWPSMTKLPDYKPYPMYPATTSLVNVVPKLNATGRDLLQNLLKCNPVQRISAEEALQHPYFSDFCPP
# Target sequence (Q15078 whole entry, looked up): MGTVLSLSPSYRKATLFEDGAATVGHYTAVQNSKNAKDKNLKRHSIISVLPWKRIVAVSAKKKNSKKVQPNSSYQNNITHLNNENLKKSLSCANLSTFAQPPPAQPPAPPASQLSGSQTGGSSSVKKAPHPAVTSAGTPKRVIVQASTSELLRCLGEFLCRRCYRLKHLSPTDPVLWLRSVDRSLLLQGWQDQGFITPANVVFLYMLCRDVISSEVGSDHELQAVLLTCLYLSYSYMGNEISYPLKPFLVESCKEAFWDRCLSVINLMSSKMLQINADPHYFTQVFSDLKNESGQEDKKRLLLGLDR
# V-ATPase pHluor – yeast V-ATPase proton transport regulation by pHLuorin; response, % at 10 µM; 350,000 compounds, 0.37% hits; S. cerevisiae, pHLuorin cytosolic pH fluorescence; AID 504577; in the data active means response mostly above about 7.3%, no sharp cut-off; inactive means mostly below about 5.4%; further: actives read high; inactives centre near 0; some compounds called inactive have numbers as strong as hits; reference of the scale not given here
# MITF act – increases MITF-driven TRPM1 promoter luciferase signal. SK-MEL-5 TRPM1-promoter luciferase, 24 h; % of positive control, neutral wells = 0. activation, % at 12.5 µM. 300,000 compounds, 0.75% hits;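 active means mean activation of at least 80% with every replicate also reaching 80%; inconclusive means mean reaches 80% but some replicate falls short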;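 further: 0% = neutral control wells and 100% = parthenolide positive control wells; values of inactives mirror those of a sister screen read the other way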
# CAL PDZ FP-2 – inhibitors of human CAL PDZ peptide binding; 300,000 compounds, 0.92% hits; AID 602252; purified CAL PDZ, TMR-peptide fluorescence polarization, 1 h; Q9HD26; inhibition, % at 24.9 µM;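 active means mean inhibition of at least 30% with at least half of replicates also reaching 30%; inconclusive means no clear call, values can overlap the other calls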;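 further: 0% = DMSO neutral control and 100% = excess unlabeled competitor peptide PRC23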
# dFosB activator – enhances mouse delta FosB homodimer DNA binding | purified delta FosB, TAMRA-CDK5 oligo fluorescence polarization; percent of positive-control signal above neutral wells | activation, % at 25 µM | 340,000 compounds, 0.99% hits | AID 493131;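 active means mean activation above about 17%, with every replicate also reaching it, limit read from the data, passing the limit was not always enough; inconclusive means only one of the two conditions met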;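 further: fluorescence polarization rise as delta FosB binds a TAMRA Cdk5 AP-1 oligo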
# Target sequence (P13346 whole entry, looked up): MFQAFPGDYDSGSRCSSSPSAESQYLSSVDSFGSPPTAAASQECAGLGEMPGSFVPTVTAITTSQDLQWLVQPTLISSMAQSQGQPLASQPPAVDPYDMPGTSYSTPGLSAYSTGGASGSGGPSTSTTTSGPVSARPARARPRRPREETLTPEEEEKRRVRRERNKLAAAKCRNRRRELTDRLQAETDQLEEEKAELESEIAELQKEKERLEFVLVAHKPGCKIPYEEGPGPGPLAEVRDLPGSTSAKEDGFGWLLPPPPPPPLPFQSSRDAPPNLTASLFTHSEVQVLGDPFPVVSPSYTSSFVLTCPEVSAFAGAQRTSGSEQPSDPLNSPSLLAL
# Active calls of the source: *; ? = inconclusive; / = not tested or not shown.
nr	Compound	dFosB activator	cardiac RTF act	Wnt act	CDK5 p35 inh	MITF act	CAL PDZ FP-2	CAL PDZ FP-1	Rtt109 HAT inh	V-ATPase pHluor	Tat export inh
1	CC1=NN(c2ccccc2)C(=O)C1/C=C1/C(=O)NC(=O)N(c2cc(C)cc(C)c2)C1=O (centres undefined)	0	0	/	-2.1	-5	-1	-1.3	16	-2	-14
2	CCOc1cccc(C2NCc3ccccc3-n3cccc32)c1O (centres undefined)	-3	-5	5	1.2	-5	3	-0.1	-1	-4	-5
3	O=c1c2ccccc2nc(/C=C/c2ccc(O)cc2)n1-c1ccc(O)cc1	-12	2	-1	-1.8	-13	-4	-5.7	10	8	-5
4	O=C(CCC(=O)N1CCC2(CC1)OCCO2)Nc1nnc(C2CCCCC2)s1	1	-7	0	1.0	0	6	0.0	-2	-3	-1
5	CCc1ccc(CN2CCN(Cc3cc(Br)ccc3O)CC2)cc1	-7	-1	-1	-1.6	0	-3	0.5	1	2	2
6	Cc1cccc(C2=NCC(=O)N(CC(=O)NCc3ccco3)c3sc4c(c32)CCCC4)c1	-6	-3	/	-0.1	-15	0	-0.2	7	3	20
7	CCN(CC)P(=O)(Oc1ccccc1)Oc1ccccc1	-7	2	0	-0.9	/	-3	1.4	6	0	0
8	Cn1c(O)c(C=NCCN2CCNCC2)c(=O)n(C)c1=O	-1	4	-1	-1.4	/	/	-1.1	0	3	2
9	O=C(CN1CCCCC1)c1ccc2c(c1)OCO2	-4	4	3	-10	/	/	0.1	-4	3	-1
10	COC(=O)C1=C(c2ccc(Cl)c(C(F)(F)F)c2)C[C@@H]2CC[C@H]1N2C(=O)NC(C)C	7	-3	-3	0.0	3	0	-0.4	5	0	3
11	COC(=O)C1=C(c2c(C)noc2C)C[C@@H]2CC[C@H]1N2C(=O)NCCO	6	6	/	0.5	4	0	-0.2	3	3	-3
12	COC(=O)C1=C(c2cc3ccccc3o2)C[C@@H]2CC[C@H]1N2C(=O)NCCNC(C)=O	-3	-9	-2	0.2	9	-37	-1.6	7	1	1
13	C=CCn1c(O)c(C(CC)=NCCCO)c(=O)[nH]c1=O	1	1	/	-0.8	9	-4	/	1	3	3
14	CN(C)C(CNC(=O)Cc1c(Cl)cccc1Cl)c1ccccc1 (centres undefined)	-9	6	0	-0.9	7	-6	0.6	-9	3	2
15	CCN1C(=O)/C(=C/c2ccc3c(c2)CCN3CCCCl)C(=O)NC1=S	-10	-6	/	1.2	-4	1	-0.5	-7	2	-5
16	CCN(CC)c1ccc(CN2CC=C(c3ccc(F)cc3)CC2)cc1	-4	-1	/	0.7	-1	1	0.5	0	0	8
17	CC(C)N1C(=O)CCC1C(=O)N1CCC2(CC1)OCCO2 (centres undefined)	2	2	/	0.5	-17	-4	-1.2	-13	-6	-7
18	CC(=O)Nc1cc(C(=O)N2CCC3(CC2)OCCO3)ccc1S(=O)(=O)c1ccc(Cl)cc1	-4	2	/	-0.9	-1	-5	-1.7	-7	8.8*	3
19	Cc1ccccc1N1C(=O)CC(=O)NC1=O	6	-2	/	-2.1	-7	/	-1.1	2	-4	-5
20	CCOc1ccc(C2CC(c3c(O)n(C)c(=O)n(C)c3=O)=NN2)cc1 (centres undefined)	-2	-3	30*	-0.8	/	-10	0.1	11	-1	-1
21	CN1CCC(OC(=O)C2c3ccccc3Oc3ccccc32)CC1	-9	0	-4	-0.6	/	/	-1.3	7	-2	8
22	Cn1c2ccccc2c2c(C(=O)N3CCC4(CC3)OCCO4)cn(C3CCCCC3)c(=O)c21	-10	-1	-2	-0.9	-1	-4	-1.5	8	-2	2
23	CC(O)C1C=CC=CC(=O)OC2CC3OC4C5OC5(C)CCC4(COC(=O)C4OC4(C)C(O)CO1)C2(C)C31CO1 (centres undefined)	-5	-3	-25	0.2	-70	-5	-1.6	-2	0	4
24	Cc1ccc2c(c1)CC1(CN2C)C(=O)NC(=O)N(c2cc(C)ccc2C)C1=O (centres undefined)	2	2	-5	-1.3	-6	/	-0.7	-3	3	5
25	Cc1ccc(N2C(=O)NC(=O)/C(=C\C=C\c3ccco3)C2=O)cc1	-13	4	0	-1.9	-101	-7	-1.4	1	-1	-2
26	BrCC1C[n+]2c(SCc3ccccc3)nc3sc4c(c3c2O1)CCCC4 (centres undefined)	-8	13	6	0.1	34	0	-0.2	2	0	13
27	Cc1ccc(N2C(=O)NC(=O)/C(=C/c3ccoc3)C2=O)cc1	-18	1	2	0.1	/	-3	-1.6	28	0	-6
28	CCCCn1c(O)c(C(=O)/C=C/c2ccc3c(c2)OCO3)c(=O)[nH]c1=O	-9	1	6	2.1	/	-7	-1.6	22	4	-3
29	CCC(=O)OC(Cc1ccccc1)(c1ccccc1)C(C)CN(C)C (centres undefined)	2	0	-1	-0.7	9	1	-0.2	-3	1	-4
30	Fc1ccc(CCNCc2ccccc2Cl)cc1	4	8	/	-1.7	8	-3	-2.4	-8	0	3
31	COc1ccc(CC(=O)Nc2ccc(C#N)c(Cl)c2)cc1S(=O)(=O)N1CCOCC1	-13	-6	-1	-1.3	-11	-5	-3.3	3	-2	1
32	COC(=O)C1=C(c2ccc3ccccc3c2)C[C@@H]2CC[C@H]1N2C(=O)NCCNC(C)=O	3	3	/	0.1	-5	-1	-2.1	-6	1	8
33	CCCC[N+]12CCC(CC1)C(=C(c1ccccc1)c1ccccc1)C2	4	3	-1	-0.3	-13	-5	0.3	-2	-6	-3
34	CCOc1ccc(C=C2C(=O)NC(=S)NC2=O)cc1OCC	-1	-1	-3	0.9	0	-1	0.1	-9	-2	-13
35	Fc1ccc(C(OCCN2CCCC2)c2ccc(Br)cc2)cc1 (centres undefined)	-5	8	-4	-0.2	6	-2	-1.5	4	0	12
36	CCC(C(=O)N1C[C@H]2C[C@@H](C1)c1cccc(=O)n1C2)c1ccccc1 (some centres undefined)	1	-3	-1	0.2	3	-1	0.6	-20	3	-3
37	O=c1[nH]c(=S)[nH]c(O)c1N=Nc1cccc(S(=O)(=O)N2CCOCC2)c1	-8	1	6	-1.4	-11	-3	-1.8	0	-3	-1
38	COc1cccc(OC)c1C1=NCC(=O)Nc2c1oc1ccc(Br)cc21	-5	-2	-8	-0.3	-54	/	-2.0	6	2	-3
39	NCCCC(=O)OC1N=C(c2ccccc2Cl)c2cc(Br)ccc2NC1=O (centres undefined)	2	-10	-1	0.3	-9	1	-0.6	6	1	12
40	Cc1cccc(NC(=O)CSc2nnc([C@@H](N)Cc3c[nH]c4ccccc34)o2)c1C	-7	0	/	0.1	-4	-6	-1.6	12	-1	-1
41	CC12CCC(=O)C=C1CCC1C2CCC2(C)C(O)(C(=O)CO)CCC12O (centres undefined)	0	-2	-1	-0.9	10	-1	-0.1	6	-3	3
42	C/C(=N\N1CCN(C)CC1)c1c(O)[nH]c(=O)[nH]c1=O	-3	4	/	0.2	15	-2	-0.6	4	-3	-7
43	CCOC(=O)c1ccc(N=C(c2ccccc2)c2c(O)n(C)c(=O)n(C)c2=O)cc1	-5	0	7	-2.2	/	-2	-1.3	3	1	3
44	CC(=NCc1ccco1)c1c(O)n(Cc2ccccc2)c(=O)[nH]c1=O	-4	1	/	1.8	3	0	-5.5	-3	-2	7
45	CC12CN3CN(C1)CC(c1ccccc1)(C3)C2=O	-4	2	0	1.7	-10	-3	-1.8	0	-2	-4
46	Cc1ccc(N2CCNCC2C)cc1 (centres undefined)	-2	-3	-2	-5.2	5	-1	-0.6	-6	1	17
47	O=C1NC(=O)N(c2ccccc2)C(=O)/C1=C/c1ccoc1	0	9	0	-9.2	-22	-3	-0.5	-2	-3	3
48	CN1CCC(OC(=O)Cc2ccccc2)CC1	1	1	1	-0.2	-10	0	-2.4	-4	1	-3
49	O=C(N/N=C/c1c(O)n(Cc2ccc(F)cc2)c(=O)[nH]c1=O)c1ccccc1	4	1	4	-13	/	/	17	-3	-4	5
50	O=C1NC(c2cccnc2)Nc2sc3c(c21)CCCC3 (centres undefined)	-15	9	17	1.1	44	-1	-3.1	7	-1	-6
51	CCOCCCN=Cc1c(O)n(Cc2ccccc2)c(=O)[nH]c1=O	0	3	/	0.6	-13	-3	-0.2	9	-3	-12
52	O=P(/C(=N/O)N1CCOCC1)(N1CCOCC1)N1CCOCC1	-1	0	-2	-0.1	-4	8	-0.1	-10	0	2
53	O=C1NC(=S)NC(=O)C1=Cc1c(Cl)cccc1Cl	-7	0	-2	-0.3	-8	-3	-0.1	-6	1	-10
54	CCCN1CCC[C@@H]2Cc3[nH]ncc3C[C@H]21	2	1	0	-0.5	0	/	0.1	-3	1	-1
55	CCC(=NCC1CCCO1)c1c(O)n(-c2ccccc2C)c(=O)[nH]c1=O (centres undefined)	-1	3	0	1.4	/	-2	-6.1	3	-1	0
56	CC(=O)C1C2c3ccccc3O[C@@]1(C)N=c1s/c(=C/c3ccoc3)c(=O)n12 (some centres undefined)	-7	-1	0	0.8	-10	-4	-1.9	5	2	-3

# The list goes on:
nr	Compound	dFosB activator	cardiac RTF act	Wnt act	CDK5 p35 inh	MITF act	CAL PDZ FP-2	CAL PDZ FP-1	Rtt109 HAT inh	V-ATPase pHluor	Tat export inh
57	Cc1ccc(S(=O)(=O)N2Cc3cnnn3-c3ccccc3C2C#N)cc1 (centres undefined)	-1	-4	0	-1.1	-8	-4	-1.0	1	-2	-5
58	Cc1cccc(OP(=O)(Nc2cccnc2)Oc2cccc(C)c2)c1	-8	6	-6	-1.3	2	-3	-0.9	3	4	7
59	C(#CCN1CCCCC1)COCc1ccccc1	-3	0	-1	0.5	1	0	-3.0	2	0	1
60	CP(=O)(Nc1ccccc1)C(Cl)(Cl)Cl (centres undefined)	-10	3	4	1.0	-10	3	-1.8	-7	1	-7
61	Cc1nn(CCC#N)c2c1P(=S)(N1CCCC1)OC(c1ccc(F)cc1)=N2 (centres undefined)	-4	2	/	-1.1	4	-2	-1.8	-2	2	-3
62	CN1C(=O)c2ccccc2NC(=O)[C@]12O[C@@H]2c1ccccc1	-1	4	-4	-1.0	8	2	0.0	-5	-2	1
63	COc1cccc(CCNCc2ccc(SC)cc2)c1	1	4	0	-6.4	2	2	-0.9	-4	7	1
64	CN1CCC(N(C)c2ncnc3ccc(Br)cc23)CC1	-3	1	/	-0.8	2	3	0.0	-5	-2	8
65	COc1cccc(NP(=O)(Oc2ccccc2)Oc2ccccc2)c1	-5	-6	/	1.0	-17	-3	-1.8	22	-1	10
66	N#CCP(=S)(c1ccccc1)c1ccccc1	-2	2	/	0.0	10	1	0.7	-2	4	-9
67	Cc1ccc2c(c1)C1CN(C)CCC1N2C(=O)Cc1cccs1 (centres undefined)	-1	-7	-1	3.5	-7	-2	-0.1	7	-1	-2
68	CN1Cc2ccccc2-n2nncc2C1	-4	-7	2	0.3	11	-9	1.0	-11	0	6
69	Cc1ccc2c(c1)C1CN(C)CCC1N2C(=O)c1cn(-c2ccccc2)nc1-c1ccccc1 (centres undefined)	?	-1	-1	0.1	2	-8	-2.4	10	-2	8

# An excerpt; count on the stated rates, not on these rows.
